Source: PubChem BioAssay (several laboratories)
M17LAP inhibition = P. falciparum M17LAP inhibitors, primary screen, biochemical, fluorogenic H-Leu-NHMec substrate, 1536-well (AID 1619); Leucine aminopeptidase (Plasmodium falciparum (isolate 3D7)); recombinant M17LAP, H-Leu-NHMec fluorogenic kinetic assay; higher % means a stronger effect; one-dose inhibition, % at 30 µM; IC50 in µM for titrated hits; 220,000 compounds, 0.38% hits;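 active = compound inhibiting the enzyme by more than half at any dose during confirmatory dose-response retesting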;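 note: plate controls were full reaction with DMSO carrier for no effect and no enzyme background for full effect; strong numbers were not always called active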
Yfh1-depleted yeast = enhancers of respiration in Yfh1-depleted yeast, dose response, Friedreich's ataxia, plus single-dose screen (AID 1465); S. cerevisiae Yfh1-off respiration, WST-1 reduction, 72 h; higher fold induction means a stronger effect; fold induction at 50 µM; hits with a dose series show EC50 in µM; 220,000 compounds, 0.074% hits;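 active = fold induction of absorbance versus untreated yeast above a set limit, then at least 30% activation at any dose in follow-up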;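 note: activators that raise dye reduction in frataxin-depleted yeast; strong numbers were not always called active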
WT yeast gro inh = growth inhibition of WT strain, primary screen, mitochondrial fusion inhibitor project, WT and mutant strains, chemical genetic; mitochondrial fusion phenotypic screen; inhibition, % at 10 µM; 190,000 compounds, 2.1% hits; in the data active = inhibition above about 58%; tested in S. cerevisiae
Dynein cargo inh = inhibitors of GR-EGFP nuclear translocation, primary screen, dynein cargo transport inhibitor project, imaging, high-content, 3617.4 mouse cells | test concentration mostly 20 µM; stimulated with dexamethasone, 1 µM; hits give low values | z-score, hits read low | 220,000 compounds, 0.47% hits | AID 1381, 2008;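 active = plate z-score of nuclear minus cytoplasmic receptor signal below a set negative limit, without overly bright fluorescence or cell loss, cut at about -3.5 in these data, passing the limit was not always enough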;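 note: z-score of nuclear minus cytoplasmic ring GR-EGFP intensity difference per well; some compounds called inactive have numbers as strong as hits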
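medium = tetracycline-free induction medium containing charcoal-stripped FBS | probe or stimulus = dexamethasone, 1.0 µM final | timing = 48 h induction, then 1 h compound, then 30 min agonist, 37 °C | detection = automated 10x imaging of fixed Hoechst-stained cells | read-out basis = nuclear versus cytoplasmic GR-EGFP signal, averaged per well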
Autophagy HCS = autophagy modulators in MEF cells, primary screen, imaging, high-content, MEF GFP-LC3 | MEF GFP-LC3 puncta imaging; test concentration mostly 10 µM | calls only at 10 µM (by protocol) | 190,000 compounds, 0.98% hits;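 active = percentage of spot-positive cells more than 3 SD above its plate mean, without a fluorescence outlier flag or 80% toxicity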;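 note: spot-positive cell cutoff set from DMSO-treated cells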
T cell modulator = modulators of CD8 T cell-vesicle binding, primary screen, mouse 2C CD8+ T cells, flow cytometry | AID 2052, 2009 | 330,000 compounds, 0.068% hits | calls only at 7 µM | 2C CD8+ T cell-vesicle binding; hits give low values;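 active = response, share of CD8 T cells binding vesicles, and their 90th percentile fluorescence all below set limits, cut at about 80% in these data, passing the limit was not always enough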
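material = purified 2C TCR transgenic mouse naive CD8+ T cells | controls = Unloaded micro-vesicles (low), QL9 vesicles with 0.7% DMSO (high) | detection = cytometric PE anti-B7-1 and Alexa647 anti-CD8 signals after 1% paraformaldehyde fixation | incubation = binding step 1.5 h, 37 °C, antibody labelling 20 min, ice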
MT stabilizer = microtubule stabilizers in HeLa cells, primary screen, imaging, high-content imaging | HeLa tubulin immunostaining HCS, 24 h; share of cells brighter than vehicle mean+2SD | % tubulin-high responders, % at 10 µM | 200,000 compounds, 0.83% hits;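 active = plate Z-score above 3 for both tubulin-high and condensed-nucleus cell shares, with cell loss under 80%, at 10 µM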;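 note: anti alpha tubulin signal scored within the nucleus-defined area of each cell; some results filed as inactive read as strong as hits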
bCat nuc transl = modulators of beta-catenin nuclear translocation, primary screen, imaging, HeLa cells, immunofluorescence, high-content; nuclear translocation activity, % at 5 µM; 190,000 compounds, 0.3% hits; AID 1665, 2009;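 active = nuclear translocation activity above 50% at 5 µM, with a well cell count of 50 or more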;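 note: per-cell ratio of nuclear to cytoplasmic median beta-catenin stain intensity; plate controls were DMSO negative control for no effect and GSK-3 inhibitor IX positive control for full effect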
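System: HeLa cells, endogenous beta-catenin; compound dosing: 5 µM primary single dose, 0.1% DMSO, 0.02–20 µM confirmation series; incubation: 24 h compound exposure at 37°C, 5% CO2; signal: beta-catenin immunofluorescence imaging with DAPI; evaluation: % activation, nuclear-to-cytoplasmic median beta-catenin signal ratio per cell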
P. falciparum M1AAP = P. falciparum M1AAP inhibitors, biochemical, fluorogenic H-Leu-NHMec substrate, 1536-well (AID 1445); 220,000 compounds, 0.42% hits; one-dose inhibition, % at 30 µM; IC50 in µM for titrated hits; recombinant M1AAP, H-Leu-NHMec fluorogenic kinetic assay; higher % means a stronger effect; Aminopeptidase N (Plasmodium falciparum (isolate 3D7));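 active = primary inhibition above the hit cutoff, then over 50% inhibition at one or more dose response concentrations, cut at about 23% in these data, passing the limit was not always enough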;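 note: plate controls were DMSO full reaction for no effect and no enzyme background for full effect; strong numbers were not always called active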
WT yeast gro inh mutant strain = recorded beside WT yeast gro inh, whose call it bears; inhibition, %; mitochondrial fusion phenotypic screen, mutant strain inhibition
Dynein cargo inh cytoplasmic EGFP = also measured in Dynein cargo inh; calls as there; z-score; measured here: cytoplasmic GR-EGFP intensity; hits give high values
Dynein cargo inh nuclear GR-EGFP = also measured in Dynein cargo inh; calls as there; z-score; measured here: nuclear GR-EGFP intensity;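 lower value marks the stronger effect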
Dynein cargo inh cell count = second read-out of Dynein cargo inh, no call of its own (marks repeat the call); z-score; measured here: cell count per field
bCat nuc transl cell count 5 µM = further read-out of bCat nuc transl, marked with its call; cell count; measured here: cell count, cytotoxicity flag
T cell modulator vesicle-bound % = also measured in T cell modulator; calls as there; double positive events, %; measured here: CD8+ vesicle-bound cell fraction;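 binding gate set so that unloaded-vesicle control wells show 10% double positive cells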
MT stabilizer Hoechst-high % = recorded beside MT stabilizer, whose call it bears; % Hoechst-high responders; measured here: nuclear condensation Hoechst responders;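 share of cells brighter than vehicle mean plus two SD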
MT stabilizer cytotoxicity % = recorded beside MT stabilizer, whose call it bears; toxicity, %; measured here: cytotoxicity by cell density;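 0% = mean cell density of plate MIN control wells and 100% = no cells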
Autophagy HCS cell loss 18 h = recorded beside Autophagy HCS, whose call it bears; toxicity, %; measured here: cell loss, nuclei count;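 cell loss after 18 h compound exposure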
* marks the source's active call; other numbers are inactive results; i = inactive; . = no result given.

Structure	M17LAP inhibition	Yfh1-depleted yeast	WT yeast gro inh	WT yeast gro inh mutant strain	Dynein cargo inh	Dynein cargo inh cytoplasmic EGFP	Dynein cargo inh nuclear GR-EGFP	Dynein cargo inh cell count	Autophagy HCS	Autophagy HCS cell loss 18 h	T cell modulator	T cell modulator vesicle-bound %	MT stabilizer	MT stabilizer Hoechst-high %	MT stabilizer cytotoxicity %	bCat nuc transl	bCat nuc transl cell count 5 µM	P. falciparum M1AAP
CC(C)(C)S(=O)(=O)c1cnc2c(-c3ccc(Cl)cc3)cnn2c1N	3%	i	14	-2	0.097	-0.19	0.66	-0.32	i	-37	i	48	2.9	1.6	11	2.9	1360	1%
CCOC(=O)C1C(=O)NC(N2CCN(CC)CC2)=NC1c1ccccc1 (stereo unspecified)	2%	i	6	15	-0.65	-0.21	-0.015	0.53	i	65	i	8	2.3	2.6	9.0	-1.4	1097	7%
COc1cccc(OC)c1C(=O)OCC(=O)NCC(C)C	9%	i	3	2	0.39	-0.22	0.25	-0.64	i	1	i	27	1.3	1.7	1.6	-3.5	1121	-4%
COc1ccc(C2C(C(C)=O)=C(C)Nc3ncnn32)cc1OC (stereo unspecified)	4%	i	14	16	-0.09	-0.24	0.29	0.61	i	-8	i	42	2.5	1.8	2.9	.	.	1%
CCCNC(=O)c1cc2c(C(F)(F)F)nn(C)c2s1	-13%	i	6	1	-0.021	-0.23	-0.24	0.96	i	27	i	27	2.8	1.1	8.3	-1.2	1432	0%
COC(=O)c1ccccc1NC(=O)CSc1nnc(-c2ccc(OC)cc2)n1C	14%	i	10	-6	0.49	-0.26	0.58	-0.17	i	2	i	22	2.0	1.5	3.3	-2.1	1101	-1%
OCCN(CCO)Cc1csc2ccccc12	-5%	i	2	9	-0.41	-0.26	0.07	1.2	i	5	i	30	2.3	2.5	4.3	0.1	951	-4%
Cc1cccc(OCCC(=O)OCC(=O)N2CCc3ccccc32)c1	-3%	i	17	6	-0.061	-0.2	-0.22	0.35	i	5	i	61	0.9	1.4	4.9	1.4	1346	7%
CCCC1=C(C(=O)OCC)C(/C=C/c2ccccc2)n2ncnc2N1 (stereo unspecified)	-5%	i	-1	-47	-0.76	-0.33	-0.22	0.47	i	31	i	39	45*	23*	29*	.	.	-1%
Cc1ccccc1-c1nc(Cc2ccc(Cl)cc2)no1	5%	i	34	5	-0.065	-0.28	0.46	1.2	i	7	i	13	3.1	1.8	3.1	.	.	-4%
CCC(CC)NC(=O)c1cccc(Br)c1	9%	i	2	1	-0.27	-0.25	0.065	0.5	i	-13	i	48	3.5	2.5	5.1	-5.0	1150	5%
COC(=O)c1c(-c2ccc(C)cc2)csc1NC(=S)NC(=O)c1ccc(F)cc1	-17%	i	-7	-16	-0.54	-0.28	-0.55	0.51	i	13	i	7	6.4	2.5	4.8	-2.2	487	1%
COC(=O)CC1C(C(=O)OC)ON2OC(C(=O)OC)C(C(=O)OC)C12 (stereo unspecified)	3%	i	1	-17	-0.55	-0.27	0.56	0.023	i	6	i	34	2.5	3.0	1.8	-2.9	598	4%
COCCn1c(C(C)C)nc2sc3ccccc3c(=O)c2c1=O	-9%	i	23	14	0.12	-0.15	-0.2	0.24	i	0	i	21	1.0	2.0	6.9	0.2	1427	5%
CSc1nnc(C)c(=O)n1COC(=O)COc1ccccc1	-4%	i	13	2	1.8	-0.054	1	-0.93	i	15	i	46	3.0	1.9	2.5	-1.2	927	0%
CSc1nsc(SC)c1CO	-1%	i	.	.	-0.2	-0.2	-0.073	-0.49	.	.	i	44	.	.	.	-4.6	1203	4%
CCCCOC(=O)Cn1cnc2ccc(Br)cc2c1=O	2%	i	13	8	2.1	-0.19	0.69	-1.5	i	5	i	26	3.7	2.6	3.9	-1.3	1412	-3%
O=C(NC1CC1)c1ccc(COc2ccc(F)cc2)o1	6%	i	-4	-2	0.17	-0.22	0.27	-0.33	i	24	i	41	5.2	1.7	7.2	1.6	790	3%
S=C1NCN(C2CCCCC2)CN1c1ccccc1	3%	i	.	.	0.28	-0.28	0.081	0.43	.	.	i	24	.	.	.	-1.7	1214	5%
CCOC(=O)c1nc(Nc2cccc(C)c2)c2ccccc2n1	18%	i	0	19	-0.86	-0.19	-0.72	0.26	i	11	i	23	2.2	3.1	5.8	-3.0	1157	11%
COC(=O)c1ccccc1CON1C(=O)C(C)(C)N(OCc2ccccc2C(=O)OC)C(=O)C1(C)C	1%	i	8	-17	-0.84	-0.27	-1.2	0.18	i	1	.	.	3.2	1.5	4.4	-2.1	1423	10%
Cc1ccn2cc(CNS(=O)(=O)c3ccc(Cl)s3)nc2c1	-3%	i	-21	6	0.22	-0.079	0.19	-0.65	i	8	i	34	5.1	2.4	7.8	-1.1	1121	1%
Cc1oc(C(=O)O)cc1CSCc1ccoc1C(=O)O	29%	i	7	12	0.48	-0.34	0.15	-0.44	i	4	i	27	2.8	1.4	3.4	.	.	-2%
O=C(COc1ccc(Cl)cc1)NCCC1=CCCCC1	5%	i	-14	5	-0.8	-0.18	0.16	1	i	-12	i	40	2.2	1.9	11	2.7	1424	3%
COc1ccccc1C1SCCN1S(=O)(=O)c1cccc(C(F)(F)F)c1 (stereo unspecified)	-1%	i	24	20	-0.14	-0.2	-0.15	-0.0029	i	0	i	37	2.1	1.8	5.3	.	.	18%
CC(C)OC(=O)CSc1nnc(-c2ccc(C(C)(C)C)cc2)n1N	-3%	i	19	10	3.5	-0.029	2.5	-2.2	i	4	i	12	2.7	1.0	9.5	0.7	1010	0%
CC1CCN(C(=O)CNC(=O)c2cccc(OC(F)F)c2)CC1	-4%	i	4	-5	0.42	-0.28	0.25	0.24	i	16	i	19	2.3	1.1	4.9	-0.4	579	0%
Cc1nc(N2CCOCC2)c(C#N)c(C)c1Br	1%	i	7	9	-1.2	-0.14	-0.45	1	i	-1	i	43	2.3	2.5	3.4	0.2	996	-3%
Brc1cccc(OCCN2CCCCC2)c1	18%	i	-8	-2	1.3	-0.087	0.19	-1.4	i	1	i	51	3.3	1.7	9.7	3.5	487	-2%
Cc1nn(C)c(C)c1S(=O)(=O)NC1CCCC1	3%	i	-2	-16	0.43	-0.25	0.18	0.78	i	14	i	10	1.3	1.4	14	1.7	1380	1%
C=CCNC(=O)c1csc(-c2ccccc2)n1	-3%	i	8	6	0.48	-0.2	-0.17	-0.49	i	-3	i	21	1.3	0.5	0.1	1.2	1269	-3%
O=C(c1cc2nc(-c3ccc(F)cc3)cc(C(F)(F)F)n2n1)N1CCOCC1	10%	i	-4	-1	-0.26	-0.32	0.19	0.15	i	5	i	21	3.6	2.5	1.8	0.8	897	-1%
CC(C)c1ccc(S(=O)(=O)N2CCN(CC(=O)Nc3ccc4c(c3)OCO4)CC2)cc1	3%	i	9	1	-0.75	-0.25	0.041	0.9	i	12	i	38	2.3	1.7	6.8	.	.	4%
CN1C(=O)c2ccc(C(=O)Nc3nccs3)cc2C1=O	-6%	i	-11	-8	1.3	-0.27	0.07	-0.41	i	-7	i	44	1.6	2.0	14	0.4	1497	3%
O=C(CS(=O)(=O)c1ccc(Cl)c(Cl)c1)Nc1ccccc1Cl	1%	i	-18	6	-0.14	0.089	0.17	-0.4	i	5	i	24	1.3	0.9	9.7	-1.5	1043	10%
O=C(O)/C(=C\c1ccc(Cl)c([N+](=O)[O-])c1)c1ccc(S(=O)(=O)N2CCCCC2)s1	31%	i	-2	-18	-0.87	-0.12	-0.52	-0.35	i	10	i	38	2.2	1.7	6.0	1.4	1037	12%
O=C(Nc1cc(Cl)ccc1Cl)c1ccc(-c2ccccc2)cc1	8%	i	-5	-4	0.16	-0.13	0.19	0.55	i	-12	i	77	2.8	1.4	7.3	.	.	-1%
CCCCC(CC(O)COCC(C)C)C(=O)NNC(=S)Nc1ccccc1 (stereo unspecified)	5%	i	16	6	-0.89	-0.24	-0.67	0.54	i	-6	i	50	4.4	2.7	5.2	-0.4	1050	-3%
COc1cccc(C=Nc2cccc3c(=O)[nH][nH]c(=O)c23)c1O	3%	i	10	-5	-0.84	-0.37	-0.15	1	i	39	i	26	1.7	1.5	2.4	-0.7	1016	8%
